From PubChem
Insulin prom up: MIN6 insulin promoter up-regulation | MIN6 insulin promoter-GFP reporter, high-content imaging; stronger effect = higher value | actives 0.3% (n = 190,000) | z-score at 5 µM | AID 1625;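 active means z-score above 3 at 5 µM with at least 500 cells counted in the well; inconclusive means wells under 500 cells, flagged as cytotoxic or low count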
Hep lipid drop: hepatic lipid droplet formation modulation | AML12 mouse hepatocytes, oleate lipid droplets, BODIPY imaging | AID 1656 | actives 0.4% (n = 240,000) | inhibition, % at 6.5 µM;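 active means lipid droplet intensity inhibited by at least 50%, with more than 500 cells counted; inconclusive means wells with under 300 cells, treated as cytotoxic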
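Material: mouse AML12 hepatocyte cell line, fixed after treatment; Timing: compound with oleate, overnight; Technique: high-content imaging of BODIPY-stained droplets and DAPI nuclei; Probe or stimulus: oleate, 100 µM final; Dosing: compound at 6.5 µM only.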
MT stabilizer: microtubule stabilizers in HeLa cells | % tubulin-high responders, % at 10 µM | actives 0.83% (n = 200,000) | HeLa tubulin immunostaining HCS, 24 h; share of cells brighter than vehicle mean+2SD | AID 2205;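 active means plate Z-score above 3 for both tubulin-high and condensed-nucleus cell shares, with cell loss under 80%, at 10 µM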;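 further: anti alpha tubulin signal scored within the nucleus-defined area of each cell; some results filed as inactive read as strong as hits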
Yfh1-off respiration: enhancers of respiration in Yfh1-depleted yeast, dose response, Friedreich's ataxia, plus single-dose screen (AID 1465) | S. cerevisiae Yfh1-off respiration, WST-1 reduction, 72 h; higher fold induction means a stronger effect | fold induction at 50 µM; hits with a dose series show EC50 in µM | actives 0.074% (n = 220,000);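 active means fold induction of absorbance versus untreated yeast above a set limit, then at least 30% activation at any dose in follow-up; inconclusive means repeats straddling the limit, or above it without dose testing; inactive means fold induction below the set limit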;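 further: activators that raise dye reduction in frataxin-depleted yeast; strong numbers were not always called active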
Dynein transport: blocks dynein driven cargo transport along microtubules | 3617.4 mouse cells, GR-EGFP nuclear translocation imaging; test concentration mostly 20 µM; stimulated with dexamethasone, 1 µM; stronger effect = lower value | z-score, hits read low | actives 0.47% (n = 220,000) | AID 1381;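 active means plate z-score of nuclear minus cytoplasmic receptor signal below a set negative limit, without overly bright fluorescence or cell loss, cut at about -3.5 in these data, passing the limit was not always enough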;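 further: z-score of nuclear minus cytoplasmic ring GR-EGFP intensity difference per well; some compounds called inactive have numbers as strong as hits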
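Also added – dexamethasone, 1.0 µM final · Buffer or medium – tet-free, stripped-serum medium · Schedule – induction 48 h, compound 1 h, agonist 30 min · Detection – formaldehyde fixation, Hoechst nuclear stain, 10x automated fluorescence imaging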
CSM14.1 death rescue: protection against thapsigargin-triggered cell killing – 384-well, CSM14.1, ATP luminescence, primary screen (AID 1222) | 190,000 tested, under 10 active | CSM14.1 thapsigargin-induced death rescue, ATP luminescence; higher % means a stronger effect | one-dose cellular ATP content (survival), % at 20 µM; EC50 in µM for titrated hits;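 active means EC50 below 50 µM in the dose-response confirmation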;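 further: death triggered by thapsigargin at about 15 µM added after 2 h compound pretreatment; cell ATP read after overnight thapsigargin exposure of roughly 18 to 22 hours; normalized against plate controls of thapsigargin alone and 5% DMSO vehicle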
Autophagy HCS: modulators of autophagy. actives 0.98% (n = 190,000). MEF GFP-LC3 puncta imaging; test concentration mostly 10 µM. calls only at 10 µM (by protocol);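 active means percentage of spot-positive cells more than 3 SD above its plate mean, without a fluorescence outlier flag or 80% toxicity; inconclusive means no clear call, values can overlap the other calls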;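 further: spot-positive cell cutoff set from DMSO-treated cells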
M17LAP inhibition: P. falciparum M17LAP inhibitors, primary screen, biochemical, fluorogenic H-Leu-NHMec substrate, 1536-well (AID 1619). recombinant M17LAP, H-Leu-NHMec fluorogenic kinetic assay; higher % means a stronger effect. inhibition, % at 30 µM, or IC50 in µM where a hit was titrated. actives 0.38% (n = 220,000);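 active means compound inhibiting the enzyme by more than half at any dose during confirmatory dose-response retesting; inconclusive means strong single-dose inhibitors picked by rank but not retested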;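 further: plate controls were full reaction with DMSO carrier for no effect and no enzyme background for full effect; strong numbers were not always called active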
P. falciparum M1AAP: P. falciparum M1AAP inhibitors, biochemical, fluorogenic H-Leu-NHMec substrate, 1536-well (AID 1445). recombinant M1AAP, H-Leu-NHMec fluorogenic kinetic assay; higher % means a stronger effect. inhibition, % at 30 µM, or IC50 in µM where a hit was titrated. actives 0.42% (n = 220,000);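 active means primary inhibition above the hit cutoff, then over 50% inhibition at one or more dose response concentrations, cut at about 23% in these data, passing the limit was not always enough; inconclusive means conflicting primary data, or primary hits not chosen for dose response; inactive means low primary inhibition, or under 50% at every dose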;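 further: plate controls were DMSO full reaction for no effect and no enzyme background for full effect; strong numbers were not always called active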
Dynein transport cytoplasmic EGFP: further read-out of Dynein transport, marked with its call; z-score; measured here: cytoplasmic GR-EGFP intensity; stronger effect = higher value
Dynein transport nuclear GR-EGFP: second read-out of Dynein transport, no call of its own (marks repeat the call); z-score; measured here: nuclear GR-EGFP intensity;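 lower value marks the stronger effect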
Dynein transport cell count: also measured in Dynein transport; calls as there; z-score; measured here: cell count per field
Insulin prom up cell count: recorded beside Insulin prom up, whose call it bears; cell count; measured here: cytotoxicity, nuclei count;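 total cells summed across four imaged fields per well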
Hep lipid drop cells 6.5 µM: second read-out of Hep lipid drop, no call of its own (marks repeat the call); cell count; measured here: cell count, cytotoxicity flag;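 cells counted across two imaged fields per well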
MT stabilizer Hoechst-high %: further read-out of MT stabilizer, marked with its call; % Hoechst-high responders; measured here: nuclear condensation Hoechst responders;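 share of cells brighter than vehicle mean plus two SD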
MT stabilizer cytotoxicity %: second read-out of MT stabilizer, no call of its own (marks repeat the call); toxicity, %; measured here: cytotoxicity by cell density;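 0% = mean cell density of plate MIN control wells and 100% = no cells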
Autophagy HCS cell loss 18 h: recorded beside Autophagy HCS, whose call it bears; toxicity, %; measured here: cell loss, nuclei count;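 cell loss after 18 h compound exposure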
* marks the source's active call; other numbers are inactive results; i = inactive; ? = inconclusive; . = not tested or not shown; + = active, no number; & = joins results of further samples; ! = a repeat was not active.

smiles,Insulin prom up,Insulin prom up cell count,Hep lipid drop,Hep lipid drop cells 6.5 µM,MT stabilizer,MT stabilizer Hoechst-high %,MT stabilizer cytotoxicity %,Yfh1-off respiration,Dynein transport,Dynein transport cytoplasmic EGFP,Dynein transport nuclear GR-EGFP,Dynein transport cell count,CSM14.1 death rescue,Autophagy HCS,Autophagy HCS cell loss 18 h,M17LAP inhibition,P. falciparum M1AAP
CCOC(=O)C1CCN(CCC(=O)Nc2cccc(Cl)c2C)CC1,-0.87,1110,.,.,4.3,2.6,5.3,i,-0.11,0.24,0.15,-0.58,-0.6%,i,6,1%,1%
CCc1ccccc1N(C(=O)c1cccs1)C1C=CS(=O)(=O)C1 (centres undefined),0.37,1423,.,.,4.8,3.8,7.4,i,-0.69,-0.25,-0.33,0.77,10%,i,17,2%,7%
COc1ccccc1N1CCN(CC(=O)c2ccc3ccn(C(C)=O)c3c2)CC1,0.04,996,.,.,4.2,3.0,6.7,i,-1,-0.19,-0.39,0.52,-1.1%,i,0,8%,9%
COc1ccc(NC(=O)c2ccc(Br)o2)cc1,1.4,999,-102,743,3.7,1.4,1.2,i,0.85,-0.26,0.7,0.058,-5.8%,i,13,14%,1%
O=C(O)c1ccccc1-n1cnnn1,-0.3,1181,2,713,.,.,.,i,-0.3,-0.11,-0.19,0.31,.,.,.,-4%,5%
O=C1N=C(N2CCCC2)S/C1=C\C=C\c1ccccc1,0.84,1032,-7,706,.,.,.,i,-0.96,-0.23,-0.43,-0.35,.,.,.,20%,11%
CCCCCn1c(N)c(C#N)c2nc3ccccc3nc21,.,.,.,.,2.6,2.2,5.0,i,-0.079,-0.073,0.45,-0.47,-0.9%,i,-35,-45%,3%
O=C(COc1ccc(Br)cc1)N1CCN(S(=O)(=O)/C=C/c2ccccc2)CC1,0.1,1592,4,620,4.6,3.0,7.9,i,-0.85,-0.17,-0.37,0.43,-1.5%,i,14,-7%,1%
O=c1c2c(-c3ccc([N+](=O)[O-])cc3)csc2nc2n1CCCCC2,.,.,-23,680,3.4,1.8,8.5,i,0.73,-0.036,0.62,-2,6.0%,i,9,14%,14%
c1ccc(COc2ccc(Oc3nc(N4CCCCC4)nc(N4CCOCC4)n3)nn2)cc1,-1.1,1285,-22,778,2.1,4.3,10,i,2.2,-0.052,1.6,-1,-1.0%,i,3,5%,2%
CCc1ccc(S(=O)(=O)NC(=S)NC2CCCCC2)cc1,-0.25,1402,-1,721,5.4,1.2,4.2,i,1.4,-0.18,1.1,-1.7,-0.4%,i,16,-1%,-2%
CCC(=O)Nc1nc(C)nc(C)c1C(C)=O,0.03,1388,.,.,3.0,2.0,15,i,-0.8,-0.24,-0.058,1.3,-1.3%,i,10,8%,8%
Cc1nn(-c2ncc(C(F)(F)F)cc2Cl)c(=O)n1-c1ccccc1,.,.,11,734,2.5,3.2,6.4,i,-0.87,-0.29,-0.61,0.87,0.0%,i,-6,-3%,2%
C/C(=N\Nc1cccc2cccnc12)c1ccc[nH]1,0.31,1172,.,.,2.8,2.8,12,i,0.025,-0.28,0.32,1.6,0.0%,i,14,-5%,-2%
CCOC(=O)c1c(C)c(C(=O)NCCc2ccccc2)c(C)n1C,0.26,1155,2,745,6.4,2.4,7.7,i,0.81,-0.26,0.63,0.12,0.4%,i,4,-3%,-5%
O=C(CCS(=O)(=O)c1ccc(Br)cc1)N1CCN(c2ccc(Cl)cc2)CC1,-0.59,1432,.,.,2.5,2.3,2.8,i,-0.65,-0.23,-1,0.35,-1.1%,i,0,-13%,0%
Cc1ccc(NC(=O)CCC(=O)NNC(=O)Cc2ccccc2)cc1C,.,.,.,.,1.9,1.7,4.4,i,-0.032,-0.18,-0.15,-0.72,-1.1%,i,8,10%,9%
O=C(NCc1ccc(F)cc1)C1CC(=O)N(CCc2ccccc2)C1 (centres undefined),-0.14,1184,.,.,3.4,2.5,6.3,i,0.36,-0.27,-0.0016,0.83,1.3%,i,0,9%,0%
O=C(COCC(=O)N/N=C/c1ccccc1F)N/N=C/c1ccccc1F,0.73,1441,-14,662,2.9,3.0,7.7,i,-0.027,-0.25,0.022,-0.08,0.3%,i,9,5%,?
CCNc1nc(Oc2ccccc2)nc(OC(C)C(=O)OCC)n1 (centres undefined),.,.,9,737,3.1,2.2,4.2,i,-0.63,-0.24,-0.34,0.36,-2.2%,i,-5,-2%,2%
c1ccc2c(c1)c1ccccc1n2CN1CCOCC1,.,.,-6,757,2.5,1.7,5.1,i,0.97,-0.034,0.4,-0.24,-1.2%,i,2,4%,1%
Cc1ccc(NC(=O)CN2C(=O)/C(=C\c3cccs3)SC2=S)cc1,0.23,1350,9,685,2.5,3.6,2.7,i,-0.77,-0.32,-0.87,1,0.3%,i,0,-1%,1%
COC(=O)c1ccccc1N/C=C1\CCc2c(c(C)nn2-c2ccccn2)C1=O,-0.84,1647,.,.,3.1,1.7,7.3,i,-0.25,-0.21,0.28,1.4,-0.9%,i,-17,10%,15%
O=C(NCc1ccc(N2CCCC2=O)cc1)c1cnccn1,0.52,828,12,784,1.7,1.3,6.5,i,0.0072,-0.29,0.057,0.46,-0.4%,i,-11,-2%,-2%
CCOC(=O)c1nnn(-c2nonc2-n2cccc2)c1CN1CCC(C(=O)OCC)CC1,.,.,.,.,3.1,1.9,5.1,i,-1.1,-0.2,-1.3,-0.4,16%,i,6,-7%,-1%
N#CCCNc1c(Cl)cc(Cl)cc1C(=O)O,-0.07,1138,10,779,3.0,1.7,2.3,i,1.4,-0.18,1.4,-1.2,-3.7%,i,-45,-1%,-3%
CC1=CC(C)C2(CO)COC(c3cccnc3)C1C2C (centres undefined),0.14,1367,-10,626,2.0,1.7,1.5,i,0.67,-0.22,-0.13,-0.75,-0.9%,i,13,-11%,1%
Cc1nc(SCc2cccc(F)c2)c2oc3ccccc3c2n1,0.13,1158,-26,627,.,.,.,i,1.8,-0.24,0.4,-1.1,.,.,.,-4%,7%
Cc1ccccc1OCc1n(CC(=O)OC2CC(C)CCC2C(C)C)c2ccccc2[n+]1C (centres undefined),-5.1&-4.4,526&501,54*!,710*!,87&87,6.8&4.1,80&94,i,-1.7&-4.2,2.6&2,-0.53&-2.6,-4.8&-4.3,-1.3%&-2.8%,+,23*,5%&17%,13%&-4%
Cc1nc2ccccc2n1C1CCN(C(=O)Nc2ccccc2)CC1,-0.68,1489,-10,665,1.7,2.1,8.8,i,-0.75,-0.31,-0.62,1.6,-0.1%,i,-11,7%,2%
CC(C)=CC(=O)NCCc1ccccc1,0.89,1103,0,734,3.7,1.8,7.0,i,0.32,-0.25,-0.18,-0.51,1.5%,i,-2,-1%,0%
CCCCn1c(=O)n(CC(=O)Nc2ccc(OC)c(Cl)c2)c(=O)c2c1nc(CO)n2CCC,0.12,1335,-4,762,2.0,2.1,8.2,i,0.36,-0.32,0.62,-0.58,-2.0%,i,33,19%,4%
Cc1ccc(S(=O)CCNC(=O)Cc2ccccc2)cc1 (centres undefined),0.09,1496,-1,657,4.3,3.2,6.2,i,0.074,-0.31,0.74,-0.77,-0.4%,i,-6,0%,1%
CCCCOc1ccc(N(CC(=O)NCC2CCCO2)C(=O)CCC(=O)Nc2nccs2)cc1 (centres undefined),-1.3,1511,-6,731,3.2,3.4,8.7,i,0.015,-0.22,0.14,0.19,-0.6%,i,-1,-12%,-1%
C=C(C)CNC(=S)N/N=C/c1ccc([N+](=O)[O-])cc1,-0.68,1222,-1,657,4.2,2.5,0.6,i,-0.54,-0.15,0.065,0.45,i,i,-2,-1%,5%
CSc1cccc(NC(=O)/C=C/c2cccc(Cl)c2)c1,0.29,1197,30,652,2.0,2.6,6.9,i,-0.62,-0.29,-0.68,0.72,-1.1%,i,1,3%,5%
COc1ccc(N2CCN(CC(=O)Nc3cc(C)on3)CC2)cc1,0.55,1451,.,.,2.4,4.1,7.6,i,-0.21,-0.22,0.13,0.39,-1.1%,i,0,7%,-4%
CN(C)c1ccc(C2=NOC(CN3C(=O)c4ccccc4S3(=O)=O)C2)cc1 (centres undefined),1.1,1107,.,.,2.8,5.0,8.0,i,-0.59,0.063,-0.21,0.1,-0.5%,i,4,12%,2%
CC(C)(C)NC(=O)NC(=O)COC(=O)COc1ccc(Cl)cc1Cl,-0.43,1461,28,694,3.1,3.2,4.8,i,-0.51,-0.19,-0.19,-0.14,-1.3%,i,-14,-2%,-1%
C=CCNC(=O)c1c(Br)cnn1-c1ccc(C)cc1,-0.17,1403,-16,645,2.8,1.9,10.0,i,1.6,1.2,0.94,-0.36,1.6%,i,-28,0%,12%
O=C(NNS(=O)(=O)c1ccc2ccccc2c1)c1cccs1,0,1443,-14,567,3.4,3.1,5.4,i,0.34,-0.26,0.31,-0.49,0.4%,i,7,0%,3%

Hits appear at their usual frequency; any-hit rate near 3.5%.
